ELG1 genotoxic = inducers of genotoxicity in HEK293T ELG1-luciferase cells; Potency, µM (top dose mostly 46 µM), without a hit: at the top dose activity change, positive = activation, hits mostly activators; 330,000 compounds, 1.3% hits; HEK293T ELG1-luciferase reporter, luminescence, 16 h; AID 504466; also: potency is read from the fitted curve at half-maximal effect; % of control where 0% means no effect; nearly all actives have a fitted effect of over 60% in size
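ELG1-luciferase HEK293T cells, 2,000/well; compound pinned in; 16 hr, 37 °C, 5% CO2; ONE-Glo, 30 min RT; luminescence on CCD imager.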
Coupling enz = coupling enzyme interference in Giardia aldolase counter-screen; coupling enzyme system counterscreen, AmpLite Red fluorescence; activity change, negative = inhibition, % at 58.2 µM, hits read low; 290,000 compounds, 0.67% hits; AID 2472; in the data active = activity change below about -30%; also: % is scaled to controls: 0 for no effect and ±100 for the full control effect
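First, compound is pin-transferred into glyceraldehyde-3-phosphate coupling-enzyme reagent at 57.5 uM final and held 10 min at RT. Next, substrate, coupling system and AmpLite Red are added. After 20 min RT, fluorescence (525/598 nm) is read.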
Rab9 prom act = activates the Rab9 promoter; Potency, µM (doses to about 9.22 µM), for inactives: top-dose activation, negative = inhibition, usual class: activators; 320,000 compounds, 2.8% hits; AID 485297; Huh7 Rab9 promoter-luciferase reporter, luminescence, 24 h; also: potency is read from the fitted curve at half-maximal effect; % of control where 0% means no effect; nearly all actives have a fitted effect of over 60% in size
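Cell-based reporter: Huh7 stable for Rab9 promoter-driven luciferase, plated in reduced-serum medium with 10% FBS at 1500 cells/well, compound-treated 24 h at 37 °C, luminescence read after 10 min reagent.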
RORgamma inh = blocks mouse ROR gamma transcriptional activity; P51450; Drosophila S2 Gal4-RORgamma UAS-luciferase reporter, 20 h; Potency, µM (highest dose often 53.6 µM), for the others: at the highest dose activity change, negative = inhibition, most hits filed as inhibitors; 310,000 compounds, 5.4% hits; AID 2551; also: potency is read from the fitted curve at half-maximal effect; % is scaled to controls: 0 for no effect and ±100 for the full control effect; nearly all actives have a fitted effect of over 60% in size
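Luminescence from a UAS-regulated Photinus luciferase reporter in stably transfected Drosophila Schneider cells is measured; decreased signal marks ROR gamma inhibition. Fusion expression is induced by 700 uM copper sulfate for 20 hr.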
KCNH2 3.1 block = inhibitors of human KCNH2 3.1 potassium channel isoform; U2OS KCNH2 3.1, thallium flux FluxOr; stronger effect = lower value; activity change, % (tested at about 1.8 µM); 340,000 compounds, 0.95% hits; AID 720553;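 active = maximum activity change below -70%; inconclusive = maximum activity change from -70% to -50%; inactive = maximum activity change above -50%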;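 also: thallium influx rate constant from kinetic fluorescence after stimulation buffer; % is scaled to controls: 0 for no effect and ±100 for the full control effect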
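Measured as rate of thallium-driven FluxOr signal in transduced U2OS cells carrying the 3.1 channel, read kinetically for 2 min upon stimulation; values are rate constants scaled to DMSO control wells.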
Tb PFK inh = T. brucei PFK enzyme inhibition; O15648; T. brucei PFK, ADP-Glo luminescence; Potency, µM (titrated, usually from 57.5 µM), for inactives: at the top dose activity, negative = inhibition, usual class: inhibitors; 330,000 compounds, 0.17% hits; AID 485367;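 also: potency is read from the fitted curve at half-maximal effect; 0% = uninhibited 1x PFK enzyme wells and -100% = no-enzyme wells; nearly all actives have a fitted effect of over 60% in size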
Target sequence (O15648 whole entry, looked up): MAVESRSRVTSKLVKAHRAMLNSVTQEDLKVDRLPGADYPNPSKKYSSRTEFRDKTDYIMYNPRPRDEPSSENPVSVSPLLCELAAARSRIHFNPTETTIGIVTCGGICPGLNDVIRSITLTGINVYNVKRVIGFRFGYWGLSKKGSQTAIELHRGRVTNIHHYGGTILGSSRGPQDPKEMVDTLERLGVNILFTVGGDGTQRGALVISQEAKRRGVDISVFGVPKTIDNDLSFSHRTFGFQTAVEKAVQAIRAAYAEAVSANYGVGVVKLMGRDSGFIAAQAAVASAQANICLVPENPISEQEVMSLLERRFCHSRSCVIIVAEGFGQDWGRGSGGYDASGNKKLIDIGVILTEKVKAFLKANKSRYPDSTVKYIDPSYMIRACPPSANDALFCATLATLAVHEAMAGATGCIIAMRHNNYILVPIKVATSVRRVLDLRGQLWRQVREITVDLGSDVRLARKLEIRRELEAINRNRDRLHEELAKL
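In TEA buffer at pH 8.0 with 5 mM MgCl2, enzyme (1.25 nM) converted F6P (0.5 mM) and ATP (0.1 mM) for 45 min at room temperature. ADP product was read by luciferase luminescence.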
NPC1 promoter act = activates the NPC1 promoter; Huh7 NPC1 promoter luciferase reporter, 24 h; Potency, µM (series often up to 9.22 µM), without a hit: at the highest dose activation, actives largely listed as activators; 320,000 compounds, 2.4% hits;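 also: potency is read from the fitted curve at half-maximal effect; % of control where 0% means no effect; nearly all actives have a fitted effect of over 60% in size; reporter is driven by a mutant NPC1 promoter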
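Compounds in DMSO were transferred onto Huh7 NPC1-luciferase reporter cells pre-incubated 2 h; after 24 h at 37 °C, Amplite reagent was dispensed and luminescence recorded 10 min later.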
Giardia kill = kills Giardia lamblia | AID 540267 | 340,000 compounds, 0.15% hits | Giardia lamblia trophozoite viability | activity change, % at 7.66 µM, hits read low; in the data active = activity change below about -80%; inconclusive = between about -30% and that limit;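 also: parasites exposed to compound for two days anaerobically before the ATP read; % is scaled to controls: 0 for no effect and ±100 for the full control effect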
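Viability, read as ATP luminescence: trophozoites at 100 cells/well, compound added, 48 hrs anaerobic at 37 deg C, then 15-30 min room-temperature development before reading.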
uPA surface inh = cell surface uPA generation inhibition; cell surface uPA generation assay, qHTS; Potency, µM (series often up to 38.3 µM), inactives show at the highest dose activity change, negative = inhibition, usual class: inhibitors; 330,000 compounds, 0.31% hits; AID 540303; active = well fitted inhibition curve with a large enough effect; inconclusive = small, poorly fitted or top-dose-only effect; inactive = no such curve, though single readings can be large or run the other way; tested in mouse RAW 264.7 cells; also: potency is read from the fitted curve at half-maximal effect; % is scaled to controls: 0 for no effect and ±100 for the full control effect; nearly all actives have a fitted effect of over 55% in size
FLuc modulator = counter-screen for miR-21 project: firefly luciferase inhibitors or activators; P08659; purified FLuc, Km substrates, luminescence inhibition; Potency, µM (doses to about 57.5 µM), for inactives: top-dose activity change, negative = inhibition, hits mostly inhibitors; 360,000 compounds, 6.9% hits; AID 588342;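 also: potency is read from the fitted curve at half-maximal effect; plate controls were vehicle for no effect and reference inhibitor for full effect; nearly all actives have a fitted effect of over 55% in size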
Target sequence (P08659 whole entry, looked up): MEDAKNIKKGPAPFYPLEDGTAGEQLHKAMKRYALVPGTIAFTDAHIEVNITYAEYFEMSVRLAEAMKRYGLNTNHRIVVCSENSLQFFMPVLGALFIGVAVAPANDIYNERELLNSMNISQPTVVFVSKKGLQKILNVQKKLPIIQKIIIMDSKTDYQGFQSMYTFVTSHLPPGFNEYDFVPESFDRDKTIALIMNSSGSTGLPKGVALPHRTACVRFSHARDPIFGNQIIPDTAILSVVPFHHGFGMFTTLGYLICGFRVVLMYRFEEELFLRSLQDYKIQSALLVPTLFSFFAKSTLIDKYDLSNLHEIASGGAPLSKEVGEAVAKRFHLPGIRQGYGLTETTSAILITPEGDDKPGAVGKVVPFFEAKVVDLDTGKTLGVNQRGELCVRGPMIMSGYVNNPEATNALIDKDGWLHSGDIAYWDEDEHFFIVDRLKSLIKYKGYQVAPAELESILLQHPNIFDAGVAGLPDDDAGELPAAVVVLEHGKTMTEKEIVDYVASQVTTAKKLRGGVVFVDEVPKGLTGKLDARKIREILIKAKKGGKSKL
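Purified P. pyralis luciferase (10nM final) with 10uM D-luciferin and 10uM ATP (Km levels) in 50mM Tris acetate pH 7.5, 10mM Mg acetate, 0.01% Tween-20, 0.05% BSA; qHTS 6-point titration, ~60 µM downward; luminescence read.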
VP16 counter = Gal4-VP16 reporter inhibition counter-screen | AID 2546 | Potency, µM (doses to about 53.6 µM), inactives show at the top dose activity, negative = inhibition, most hits filed as inhibitors | Drosophila S2 Gal4-VP16 UAS-luciferase, luminescence, 20 h | 310,000 compounds, 3.5% hits;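 also: Gal4-VP16 expression switched on by copper sulfate through the metallothionein promoter; potency is read from the fitted curve at half-maximal effect; % is scaled to controls: 0 for no effect and ±100 for the full control effect; nearly all actives have a fitted effect of over 50% in size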
Numbers without * were called inactive; ? = inconclusive; · = not tested or not shown. Unless noted, calls follow the shape of the dose curve; as a rule, active = well fitted curve in the direction sought with a large enough effect; inconclusive = small, poorly fitted or top-dose-only effect, or another doubt; inactive = no such curve, though single readings can be large; an effect the other way counts as inactive or inconclusive.

SMILES | ELG1 genotoxic | Coupling enz | Rab9 prom act | RORgamma inh | KCNH2 3.1 block | Tb PFK inh | NPC1 promoter act | Giardia kill | uPA surface inh | FLuc modulator | VP16 counter
Cc1ccc(S(=O)(=O)N(C)CC(=O)O/N=C(\N)c2cccc([N+](=O)[O-])c2)cc1 | 3% | -4 | 0% | ? | 28 | 2% | -1% | -5 | · | -6% | 1%
COC(=O)c1ccc(/C=C/c2c(-c3ccsc3)oc3ccc(N4CCOCC4)cc23)cc1 | 3% | -1 | -1% | 22% | · | 4% | -2% | 1 | 0% | ? | 7%
COc1ccc(S(=O)(=O)N2CCCCCC2)cc1C(=O)N(C)CC(=O)Nc1ccc(Cl)c(Cl)c1 | -22% | · | -5% | · | -17 | -6% | -4% | -5 | -11% | -2% | ·
CCCc1nc(SCc2cccnc2)c2c(=O)n(C)c(=O)n(C)c2n1 | -7% | 8 | -1% | 19% | -6 | 0% | -6% | -3 | 1% | 1% | -15%
CCS(=O)(=O)NC(C)C(c1cccs1)N1CCN(c2ccc(F)cc2)CC1 (stereo not given) | -10% | 5 | 1% | ? | -2 | 0% | 0% | -2 | -5% | 3% | -3%
CCOc1ccccc1N(C(=O)c1ccccc1Cl)C1=NC(C)(C)CS1 | -8% | -7 | -3% | 18µM* | -1 | -4% | -1% | 2 | 4% | -2% | 5%
CCOC(=O)CCC(=O)NCc1ccc2[nH]c(C)cc2c1 | -2% | -11 | -3% | -32% | -5 | 2% | 0% | -3 | 4% | -2% | 3%
COc1cc(OC)c(C2N(c3cc(C)on3)C(=O)C3CCCN32)cc1OC (stereo not given) | -8% | 2 | -4% | -12% | 2 | -2% | 0% | -3 | 2% | -1% | -10%
COc1cc(N=c2ssnc2Cl)cc(OC)c1 | -5% | -12 | -2% | 4µM* | 11 | ? | 0% | 18 | -2% | ? | 7.1µM*
COc1cc(OC)cc(C(=O)N2CCN(C(=O)c3cccs3)CC2)c1 | 7% | 7 | 1% | 0% | ? | 1% | -3% | -3 | -6% | -1% | -4%
Cc1c(CCC(=O)O)c(=O)oc2cc(OCc3ccccc3F)ccc12 | 4% | 13 | 1% | -11% | 7 | 1% | 10% | -11 | 2% | 27µM* | -2%
CCOc1ccccc1NC=C1C(=O)OC(C)(C)OC1=O | -1% | -1 | 2% | 7% | -2 | 0% | 17% | -2 | 0% | ? | -3%
CC(C)Oc1c(Br)cc(Br)cc1/C=N/NC(N)=S | -8% | 0 | -7% | -5% | -9 | -8% | 2% | -20 | 1% | -2% | -5%
COc1cccc(OC)c1C(=O)Nc1cccc(-c2ccc(N3CCOCC3)nn2)c1 | 0% | · | 1.8µM* | · | 0 | 8% | ? | ? | -8% | 1.5µM* | ·
CCOc1ccccc1Cn1c(=O)oc2ccc(C)cc21 | -1% | -2 | 2% | ? | -21 | -1% | -1% | -13 | 1% | 5% | 7%
C/C(=N\NC(=O)CC(C)C)c1ccc(Cl)c(Cl)c1 | ? | 5 | 5% | ? | -7 | -4% | 9% | 4 | -1% | -12% | -9%
COc1ccc2nc(NC(=S)N(C)C)sc2c1 | 0.82µM* | 3 | 0.63µM* | 29% | -2 | -17% | 0.71µM* | -18 | -2% | 1.9µM* | -27%
CCN(CC)CCCNc1cc(C(F)(F)F)c(C#N)c2nc3ccccc3n12 | -5% | -2 | -3% | -17% | 2 | 1% | -1% | -2 | 0% | 5% | -2%
O=C(Nc1ccc(F)cc1F)N1CCN(C(=O)c2ccco2)CC1 | -2% | 2 | 2% | · | 0 | 1% | 2% | 3 | 10% | 0% | ·
O=C(CN1CCCCCCC1)N/N=C/c1ccc(F)c(F)c1 | 0% | 2 | 0% | 4% | -37 | -3% | -5% | 4 | 0% | 2% | -7%
CCC(=O)Nc1cc(C)c(NC(=O)C23CC4CC(CC(C4)C2)C3)cn1 | 1% | -8 | -7% | 25% | -45 | -4% | -7% | ? | 1% | -1% | -7%
CC(=O)Nc1ccc(C=NNC(=O)c2ccc(NS(=O)(=O)c3cccs3)cc2)cc1 | -3% | · | · | · | 9 | -8% | · | -1 | 2% | · | ·
Cc1ccc(C)c2[nH]c(=O)c(CCNC(=O)c3ccc(S(=O)(=O)N4CCOCC4)cc3)cc12 | -12% | -2 | 14% | 47% | 23 | 3% | -4% | 0 | 11% | 1% | 1%
CCOC(=O)Cn1nnc(-c2cccc(OC)c2)n1 | 6% | 2 | 5% | 1% | 8 | -3% | -1% | -5 | 9% | 11µM* | -6%
CCN(CC)C(=O)C12CC3CC(CC(Br)(C3)C1)C2 | 1% | 4 | -4% | 1% | -7 | 3% | 3% | -7 | 1% | -2% | 2%
COc1ccc(-c2nc3ccccc3c(=O)n2CCOc2c(C)cccc2C)cc1 | -3% | -3 | -2% | -1% | -20 | 6% | 0% | -14 | 6% | -2% | 1%
COc1ccc(Oc2ncnc3c2ncn3Cc2ccccc2)cc1 | · | 3 | · | ? | 0 | · | · | -4 | -5% | -17% | 12%
Cc1ccc(/C(O)=C2\C(=O)C(=O)N(C)C2c2cccc([N+](=O)[O-])c2)cc1 (stereo not given) | 0% | 6 | 0% | -21% | 10 | -14% | -2% | -4 | -1% | 1% | -5%
Cn1c(Cn2nnc3ccccc32)nnc1SCC(=O)c1ccccc1F | 3% | 4 | 9% | -127% | -6 | -16% | 8% | -9 | 4% | -5% | 7.1µM*
C/C(=N\Nc1nc(C)cc(=O)[nH]1)C1CC1 | 2% | 0 | -2% | ? | 6 | -5% | -4% | 5 | 11% | -2% | -6%
Cc1c(Br)c([N+](=O)[O-])nn1CC(=O)NCc1ccccc1 | 1% | 1 | -9% | -2% | 5 | -27% | 1% | ? | 3% | 6% | 5%
CCCCC(=O)Nc1ccnc(-c2cccnc2)n1 | -7% | 1 | -6% | 14% | -2 | -3% | -1% | 3 | · | 0% | -18%
CC(C)(C)C1CCC(C(=O)NCC(c2cccs2)N2CCOCC2)CC1 (stereo not given) | -7% | · | 6% | 29% | -14 | -7% | 6% | -16 | -23% | 1% | -1%
Cc1ccc(Oc2ncccc2/C=N/OCc2ccc(Cl)c(Cl)c2)cc1 | 0% | 1 | 11% | 1% | ? | 0% | 2% | -1 | -1% | -9% | -6%
COC(=O)c1ccc(/C=C/c2ccc3cccc(OC(C)=O)c3n2)cc1 | ? | -20 | 3.5µM* | 5.6µM* | 1 | 13% | 4µM* | 0 | -1% | 3.8µM* | 3.5µM*
CCOc1ccccc1NC(=O)CSc1nnnn1C1CCCC1 | 3% | -1 | 2% | 0% | -2 | 0% | -1% | 13 | 0% | -2% | -1%
COC(=O)c1c(C)nn(-c2ccc(OC(F)(F)F)cc2)c1-c1snnc1C | -12% | 0 | 2% | 28% | -8 | 0% | -2% | -6 | 30% | -2% | 6%
COc1ccc(OC2C(=O)N(c3cc(C)ccc3C)C2c2ccc(OC)c(OC)c2)cc1 (stereo not given) | -6% | -4 | 2% | -7% | 7 | 12% | 0% | 7 | 0% | -1% | 26%
O=C(Nc1ccc(F)cc1)c1nn(-c2ccccc2)c(=O)cc1Cl | -18% | 6 | -19% | ? | 2 | 0% | -28% | 25 | -14% | 6% | ?
COc1ccc(CCn2nnnc2CN2CCN(C(=O)c3ccco3)CC2)cc1OC | -3% | 0 | -1% | -25% | -4 | -1% | -3% | -3 | 1% | 4% | 5%
COc1ccccc1N1C(=O)C2C3C=CC(C3)C2C1=O (stereo not given) | -4% | 2 | 3% | 3% | -7 | 0% | 1% | 7 | 2% | 4% | -13%
CCOc1ccc(N2C(=O)CC(Sc3n[nH]c(-c4ccccc4)n3)C2=O)cc1 (stereo not given) | 1% | 0 | -2% | ? | 5 | 0% | -3% | -25 | 8% | ? | ?
COc1cc(OC)cc(-c2c(C#Cc3ccsc3)c3cc(-c4ccc(C(N)=O)cc4)ccc3n2C)c1 | -7% | · | 0% | · | 7 | -3% | -3% | -25 | 13% | 2% | ·
COc1ccc(CCNC(=O)C(NS(=O)(=O)c2ccc3c(c2)CCN3C(C)=O)C(C)C)cc1OC (stereo not given) | 0% | 0 | -6% | -1% | · | 1% | -1% | · | · | 0% | 11%
CNc1oc(C)nc1S(=O)(=O)c1ccc(C)cc1 | 2% | 0 | -2% | -7% | 9 | -8% | -3% | -2 | -4% | -1% | -6%
CC(C)NC(=O)c1cc(-c2ccco2)nn1-c1ccc(Cl)cc1 | 0% | · | -7% | 4% | 11 | ? | -4% | 4 | 1% | -12% | -22%
CCC(=O)NCCc1c[nH]c2ccccc12 | · | 0 | · | 2% | 4 | · | · | -4 | 4% | -1% | -4%

High-throughput results (PubChem)
